# GALR2 blocker – blocks the human galanin receptor 2. inhibition, % at 4 µM. AID 828. hit rate 0.39% among 140,000. GALR2-expressing cells, antagonist mode; in the data active = inhibition above about 27%;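 note: cells stimulated with galanin 1-16 at roughly its EC80; 0% = agonist challenge control and 100% = basal control without agonist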
# Target sequence (O43603 whole entry, looked up): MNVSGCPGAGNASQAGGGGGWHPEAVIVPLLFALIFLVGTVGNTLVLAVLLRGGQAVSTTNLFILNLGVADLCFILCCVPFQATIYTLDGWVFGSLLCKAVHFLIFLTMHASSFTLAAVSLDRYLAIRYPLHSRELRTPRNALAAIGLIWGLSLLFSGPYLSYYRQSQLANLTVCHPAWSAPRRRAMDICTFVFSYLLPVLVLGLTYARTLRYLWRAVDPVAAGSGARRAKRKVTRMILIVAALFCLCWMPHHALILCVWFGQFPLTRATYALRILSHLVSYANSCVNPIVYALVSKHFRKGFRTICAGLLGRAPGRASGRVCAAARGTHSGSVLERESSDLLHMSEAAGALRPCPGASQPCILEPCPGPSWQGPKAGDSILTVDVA
# BB579 growth dn – chemicals that inhibit yeast BB579 growth in restrictive medium (lifespan-shortening candidates); S. cerevisiae BB579 growth, OD615, 48 h; inhibition, % at 10 µM; hit rate 0.51% among 140,000; AID 804;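 active = inhibition above a set limit, 3 SD over the mean compound inhibition, cut at about 44% in these data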; note: inactives centre near -24
#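 Detection: OD615 turbidity measurement; Material: Saccharomyces cerevisiae DeaD strain BB579, replicative lifespan model yeast; Timing: 48 h exposure, 30 °C; Doses: single 10 µM dose; Medium: CSMM-D restrictive synthetic medium containing dextrose (glucose); Controls: amphotericin B at 10 µg/mL as positive control.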
# HCT116 PTEN-null – suppresses growth of cells with PTEN deletion; HCT116 PTEN-null viability, CellTiter-Glo, 60 h; stronger effect = lower value; hit rate 1.2% among 140,000; viability, % at 10 µM;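 active = viability at or below a set limit, 4 SD under the median of all tested compounds, cut at about 3.7% in these data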;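 note: PTEN knockout HCT116 line with beta catenin targeted HCT116 as companion control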
# MRP1 act – activators of MRP-1; viability increase, % at 10 µM; hit rate 0.61% among 140,000; H69AR cells + doxorubicin, viability rescue, CellTiter-Glo; AID 799;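 active = viability gain under doxorubicin at or above a set limit, the compound median plus 3 SD, cut at about 4.7% in these data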;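 note: MRP-1 overexpressing cells given doxorubicin 25 µM after compound pretreatment; 18-22 h compound pretreatment then 72 h with doxorubicin before readout; 0% = doxorubicin-only wells and 100% = vehicle-treated cells without doxorubicin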
# NPY-Y2 antag – blocks the human neuropeptide Y Y2 receptor. NPY-Y2 expressing cells, antagonist mode. inhibition, % at 2.7 µM. P49146. hit rate 0.99% among 140,000; in the data active = inhibition above about 17%;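 note: 0% = vehicle with agonist challenge and 100% = reference antagonist with challenge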
# Target sequence (P49146 whole entry, looked up): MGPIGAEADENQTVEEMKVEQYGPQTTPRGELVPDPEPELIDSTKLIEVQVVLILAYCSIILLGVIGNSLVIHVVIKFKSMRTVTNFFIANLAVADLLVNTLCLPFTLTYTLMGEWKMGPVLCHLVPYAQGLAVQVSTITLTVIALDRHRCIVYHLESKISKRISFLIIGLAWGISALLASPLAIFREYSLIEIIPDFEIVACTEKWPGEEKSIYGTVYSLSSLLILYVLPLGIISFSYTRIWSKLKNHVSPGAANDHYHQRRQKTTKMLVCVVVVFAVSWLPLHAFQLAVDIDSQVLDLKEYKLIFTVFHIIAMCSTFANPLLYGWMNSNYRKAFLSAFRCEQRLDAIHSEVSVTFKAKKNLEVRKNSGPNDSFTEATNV
# HCT116 bCat-KO – beta-catenin-lacking colon tumor cell growth suppression | HCT116 beta-catenin knockout viability, CellTiter-Glo, 60 h; stronger effect = lower value | viability, % at 10 µM | hit rate 1.5% among 140,000 | AID 818;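 active = viability at or under a set limit, the compound median less 4 SD, cut at about 6% in these data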;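 note: 0% = Hyamine 1622 control at 20 µM and 100% = untreated cell control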
# Yeast life ext – yeast lifespan extension. S. cerevisiae growth with nicotinamide, OD615; deaD strain in restrictive glucose medium. inhibition of the nicotinamide effect, % at 10 µM. hit rate 0.68% among 130,000. AID 775;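 active = inhibition above a set limit, placed 3 SD over the median of all compounds, cut at about 26% in these data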;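 note: 0% = nicotinamide-treated wells and 100% = cells grown without nicotinamide; some compounds called inactive have numbers as strong as hits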
#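 Test system: DeaD-strain S. cerevisiae / Buffer or medium: restrictive glucose medium / Also added: nicotinamide 1.5 mM / Doses: one concentration, 10 µM, DMSO 0.25% / Schedule: 48 h at 30 °C / Signal: OD615 measurement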
# Measles CPE – protection of cells from measles virus. Measles virus-infected cells, CPE protection, absorbance. AID 841. hit rate 1.5% among 140,000. protection (pct of control), % at 4 µM; in the data active = protection mostly above about 24%, no sharp cut-off; inactive = mostly below about 26%; note: some compounds called inactive have numbers as strong as hits
# E-sel TNF inh – TNF alpha driven E-selectin expression inhibition; HUVEC TNFa-induced E-selectin immunofluorescence, high content; hit rate 0.71% among 120,000; inhibition, % at 2 µM;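 active = inhibition above the batch mean plus 3 SD, and confirmed as a hit on visual image review, cut at about 43% in these data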;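 note: 0% = TNF-stimulated DMSO wells and 100% = unstimulated control wells; not every result past the cut was called active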
# Phagocytosis inh – inhibitors of macrophage phagocytosis | J774A.1 macrophage IgG-bead phagocytosis, imaging | hit rate 0.07% among 110,000 | inhibition, % at 5 µM | AID 1029;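 active = inhibition above the mean of the plate negative controls plus 5 SD, cut at about 13% in these data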;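 note: phagocytic index as fraction of beads internalized from green versus red external bead signal; plate controls were DMSO negative control for no effect and cytochalasin-D positive control for full effect; some results beyond the cut were filed as inactive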
# * marks the source's active call; other numbers are inactive results; . = no result given.
SMILES,GALR2 blocker,BB579 growth dn,HCT116 PTEN-null,MRP1 act,NPY-Y2 antag,HCT116 bCat-KO,Yeast life ext,Measles CPE,E-sel TNF inh,Phagocytosis inh
CC(C)[C@H](NC(=O)c1ccc(Cl)c([N+](=O)[O-])c1)C(=O)NCc1ccc(Cl)cc1Cl,6,-8,67,-1.4,3,68,-2,9,.,-1
Cc1nn(-c2ccccc2)c(N2CCCC2)c1/C=N/NC(=O)c1cc(-c2cccs2)nc2ccccc12,-2,-44,73,-2.7,3,70,4,3,8,-9
Cc1ccc(Cl)cc1N1CCN(C(=O)C2(S(=O)(=O)c3ccc(Cl)cc3)CC2)CC1,9,-60,65,3.6,8,77,-8,5,13,-3
CN1CCN(S(=O)(=O)c2ccc(NC(=S)NC(=O)c3ccc(Cl)cc3)cc2)CC1,-2,-30,82,-5.0,2,72,-9,12,-19,-2
CCOC(=O)C1=C(N)OC2=C(C(=O)CC(C)(C)C2)C1C1CCCCC1 (centres undefined),0,-27,80,-3.5,13,85,9,3,-11,-3
O=C(NCCN1CCOCC1)c1cc(-c2ccc(F)cc2)on1,5,4,91,-1.8,1,83,-3,9,.,0
CCOc1ccccc1Nc1nnc(SC(C)C(=O)Nc2nc(-c3ccccc3)cs2)s1 (centres undefined),5,-33,72,-0.9,4,78,4,28,6,-1
COc1ccccc1-c1nnc2sc(C3CCCCC3)nn12,-1,-44,104,-2.3,0,91,-2,9,.,0
Clc1ccc(-c2noc(CN3CCN(c4ccccc4)CC3)n2)cc1,1,-51,90,-0.6,14,81,-4,4,25,.
O=C(Nc1ccc2c3c(cccc13)CC2)c1ccc(Br)o1,13,-30,95,-0.6,9,96,-7,6,-10,1
O=C(COC(=O)c1ccccc1C(=O)N1CCN(c2ccccc2)CC1)Nc1ccc(F)cc1,7,-7,72,-0.7,2,89,-6,3,12,-1
CC(NC(=O)c1ccco1)C(c1cccs1)N1CCN(c2ccccc2)CC1 (centres undefined),2,-18,82,-1.9,3,74,-6,12,-16,-1
COc1ccc(NC(=S)NNC(=O)COc2ccc(Cl)cc2Cl)cc1,4,0,101,-0.3,4,94,-4,.,.,.
O=C1Nc2ccccc2/C1=N\N=C\C1=C(N2CCOCC2)C(=C\c2ccccc2)/CC1,1,-48,7,-2.4,-11,17,-8,17,.,.
O=C(NCc1ccco1)c1cnn2c(C(F)(F)F)cc(-c3ccccc3)nc12,1,-37,83,-3.7,7,75,-13,3,.,0
O=C(/C=C/NNC(=O)c1cccc(Br)c1)c1ccccc1,-12,-87,86,1.2,3,98,3,19,2,0
Cc1ccc(C2C(C#N)=C(N)Oc3c2c(=O)n(C)c(=O)n3C)cc1 (centres undefined),1,-7,107,0.2,1,99,12,3,-6,.
COCCn1c(CNc2ccc(F)cc2)nnc1SCC(=O)Nc1ccc(OC)cc1OC,-10,-27,103,-3.2,3,87,-13,10,5,-2
CC(C)c1ccc(C2NC(=O)NC3=C2CCc2ccccc23)cc1 (centres undefined),2,-20,61,-4.6,6,51,10,15,3,0
O=C(NCCc1ccccc1)c1ccc(=O)[nH]c1,0,-17,94,-0.1,2,91,-2,6,.,.
C/C(=N\NC(=O)c1c(Br)c(C)nn1C)c1cccc(NC(=O)c2ccccc2C)c1,4,-8,97,0.4,3,99,6,19,.,-5
NC(=O)c1cccnc1Nc1ccccc1Cl,14,-45,100,-2.0,1,98,-5,9,.,-4
CC(C)(C)OC(=O)N1CCCC1C(=O)N1CCCC1C(=O)N1CCCC1C(=O)O (centres undefined),-5,11,94,-1.0,0,91,-15,5,-33,3
Cc1ccc(C(=O)NCCNS(=O)(=O)c2ccccc2)cc1,-1,-36,117,1.0,3,114,-4,2,31,1
COc1ccc(Nc2oc(COc3ccccc3OC)nc2C#N)cc1,8,-37,84,-1.9,5,85,4,4,.,-3
CCCNC(=O)N[C@@H](Cc1ccccc1)C(=O)OC,-4,-70,98,-0.2,2,102,0,2,-28,-2
O=C(c1ccco1)N1CCN(c2ncnc3scc(-c4cccs4)c23)CC1,9,-72,77,-1.5,6,67,-7,2,3,-5
O=C(NCc1ccc2c(c1)OCO2)C1CC(=O)N(C2CCCC2)C1 (centres undefined),5,-10,106,-0.7,1,102,-5,3,-5,.
O=C1c2ccccc2C(Nc2cccnc2)N1Cc1ccc2c(c1)OCO2 (centres undefined),3,21,93,-1.7,1,87,-6,12,-51,0
O=C1C2CC=C(Cl)CC2C(=O)N1CCC[n+]1ccccc1 (centres undefined),-3,-32,99,-1.3,0,91,2,9,.,.
Cc1ccc(C)c(S(=O)(=O)N2CCN(CC(=O)NC(=O)NCc3ccccc3)CC2)c1,-7,-50,88,-0.3,1,92,-28,11,17,.
COc1ccccc1NC(=O)C1=C(C)Nc2nc(-c3ccc(N(C)C)cc3)nn2C1c1ccncc1 (centres undefined),-4,-18,78,0.1,-1,89,-9,4,-21,-1
CCn1cc(C(=O)NCCCN2CCC(C)CC2)c(=O)c2cc(S(=O)(=O)N3CCCC3)ccc21,3,-15,91,-0.4,1,82,-11,3,-39,-1
COc1cc(C2NC(=O)NC(O)(C(F)(F)F)C2C(=O)c2cccs2)ccc1O (centres undefined),-18,-3,94,-1.4,2,91,-9,12,-6,.
CC1(C)CC(=O)c2sc(NC(=O)Cc3cccs3)nc2C1,5,-17,93,0.2,7,85,.,16,-8,.
CCc1c(C(=O)NNC(=S)NCCc2ccccc2)csc1C,-5,-17,98,-2.5,6,90,.,4,.,.
O=C(/C=C/c1ccc(OCc2ccccc2)c(OCc2ccccc2)c1)c1cccnc1,4,-20,1.6*,-5.7,4,1.5*,5,12,.,14
C=CCNC(=O)NC(=O)COn1nnc2ccc(S(=O)(=O)N(C)C)cc21,0,11,102,-0.1,3,95,-4,21,.,-8
COC(=O)c1oc2ccc(Br)cc2c1NC(C)=O,12,-8,89,1.2,4,93,-12,17,.,0
Cc1ccc(/C=C/C2=NN(Cc3ccc(Cl)c(Cl)c3)C(=O)CC2)cc1,-5,-49,80,-0.3,3,84,-5,23,.,1
O=C(NCCNC(=O)c1ccc(Br)o1)c1ccc(Br)o1,2,-7,97,-0.4,1,102,-6,11,.,0
Cc1ccc(S(=O)(=O)/C(C#N)=C/c2c(N3CC(C)OC(C)C3)nc3c(C)cccn3c2=O)cc1 (centres undefined),-13,-99,104,-1.0,4,93,5,15,11,-2
O=C(NCCCN1CCN(c2ccccc2)CC1)Nc1ccccc1C(F)(F)F,-11,-47,108,-1.4,3,98,4,7,3,-1
CCc1cc2c(=O)c(-c3nc(C)cs3)coc2cc1OC(C)C(=O)NCCO (centres undefined),16,-24,91,0.6,1,86,5,10,.,.
Fc1ccc(CNc2cnccn2)cc1,5,-15,97,0.2,0,110,-6,38,10,.
Cc1nc2ccccc2c(=O)n1NC(=O)/C=C/c1ccccc1,-16,-19,101,-0.8,12,108,0,4,-2,-10
O=C(CCc1ccccc1)NNC(=O)COc1ccccc1,-5,6,101,-1.0,1,93,-13,1,-4,-4
Cc1occc1C(=O)NCc1ccc(C(=O)O)o1,-10,-73,110,-0.8,0,91,-4,1,4,0
O=C(/C=C/c1ccco1)NC(=S)Nc1ccc(O)c(-c2nc3ccccc3s2)c1,-6,-11,8,-5.4,-1,2.2*,0,11,11,-10
Cc1ccc2oc3c(c(=O)c2c1)C(c1cccc(Br)c1)N(Cc1ccco1)C3=O (centres undefined),6,-92,28,-2.1,1,56,-8,6,6,1

# Other entries follow:
SMILES,GALR2 blocker,BB579 growth dn,HCT116 PTEN-null,MRP1 act,NPY-Y2 antag,HCT116 bCat-KO,Yeast life ext,Measles CPE,E-sel TNF inh,Phagocytosis inh
CNC(=O)c1sccc1SCc1ccc(Cl)cc1Cl,-2,9,67,3.3,5,63,-9,3,1,0
O=C(Oc1ccc(-c2nc(-c3ccccn3)no2)cc1)c1ccccc1,6,-18,29,-0.3,2,33,-6,11,-19,0
CC(C)CN(C(=O)COC(=O)c1ccccc1SCC(=O)NC1CCCCCC1)C1CCS(=O)(=O)C1 (centres undefined),-14,-20,82,0.6,5,87,1,14,1,-9
Nc1nc(-c2cccs2)c(NC(=O)c2ccccc2)s1,11,6,5,-2.5,1,45,-10,7,-4,-1
CCC(C)N1C(=O)C2C(C(=O)Nc3cccc(OC)c3)C3C=CC2(O3)C1C(=O)NC1CCCCC1C (centres undefined),-4,-13,101,-0.2,1,98,-12,3,-33,.
CN(C(=O)COC(=O)c1ccccc1SCC(=O)NC1CCCCCCC1)C1CCS(=O)(=O)C1 (centres undefined),7,-13,88,-0.9,1,80,2,9,.,-4
CC(=O)N1CCCc2cc(S(=O)(=O)NC(C(=O)NC(C)c3ccccc3)C(C)C)ccc21 (centres undefined),10,-21,100,-1.0,6,89,-9,17,-8,1
COc1ccccc1NC(=O)CSc1nc2n[nH]c(C)c2c(=N)n1-c1ccccc1Cl,-7,-32,39,-6.0,3,47,.,18,-23,.
COc1cc(C2Nc3ccc4ncccc4c3C3=C2C(=O)CCC3)ccc1O (centres undefined),4,-8,27,-6.2,2,25,-5,17,.,1
O=C(NCCNC(=O)c1cccs1)c1ccco1,-10,-5,107,0.7,-2,103,4,8,-31,0
CCCn1c(=O)c2ccccc2n2c(SCC(=O)c3ccccc3)nnc12,-4,-23,88,-3.4,11,86,-2,12,.,-1
O=C1CC(c2ccccc2)CC(O)=C1C=NCCCO (centres undefined),-5,-35,106,0.9,1,95,-6,41,2,-1
O=C(COC(=O)Cc1ccc(-c2ccccc2)cc1)NCc1ccc(F)cc1,-5,-26,100,-2.4,5,81,5,1,.,.
OC1CCN(c2ncnc3c2nnn3Cc2c(F)cccc2Cl)CC1,2,-19,95,-1.8,-1,97,11,18,-13,-2
Clc1cccc(-c2nnc(SC/C=C/c3ccccc3)n2Cc2ccco2)c1,7,-46,56,-4.1,37*,54,4,2,14,.
CCc1nn(CC(=O)O)c(=O)c2ccccc12,-6,-7,107,-0.7,5,97,-5,6,-8,-1
O=S(=O)(c1ccc(N2CCOCC2)cc1)N1CCOCC1,-7,-41,91,-1.1,1,88,-5,12,5,-2
COc1cccc2cc(C(=O)N3CCN(C45CC6CC(CC(C6)C4)C5)CC3)c(=O)oc12,-1,4,96,-0.8,3,96,-13,8,-8,.
N#CC(C#N)=C1CCc2ccccc2N1,-22,10,97,1.0,4,94,.,59*,31,.
c1ccc(-c2nnc3sc(-c4csc5c4CCCC5)nn23)cc1,-13,-35,60,-4.2,10,62,-2,0,.,0
COc1cc(-c2n[nH]c(=S)n2-c2cc(C(F)(F)F)ccc2Cl)cc(OC)c1OC,-5,-36,64,-5.5,1,69,-5,13,.,-13
Cn1c(=O)n(C)c(=O)n(CC(=O)N2CCCCC2)c1=O,2,-25,111,-0.3,1,109,-15,5,-40,1
COc1ccc(-n2cnc3cc(NCc4ccccn4)ccc32)cc1,6,-23,91,-2.3,0,100,-20,7,9,.
